Bioassay records (PubChem)
p53null 32C kill: qHTS Screen for Compounds that Selectively Target Cancer Cells with p53 Mutations: Cytotoxicity of p53 Null Cells at the Permissive Temperature. H1299-neo p53 null cells, ATP luminescence, 24 h, 32C. Potency, µM (series often up to 46.1 µM), inactives show at the top dose activity change, negative = cytotoxicity, usual class: cytotoxic. actives 0.62% (n = 55,000);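 note: potency is the fitted concentration of half-maximal effect; 0% = DMSO only and -100% = full killing by 100 µM tamoxifen; nearly all actives have a fitted effect of over 55% in size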
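We seeded p53-null H1299-neo cells, incubated them overnight at 37C, and added compounds across a range up to 46 uM. After 24 hours at 32C, ATP reagent was applied for 20 min at room temperature and luminescence recorded.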
B2AR arrestin ag: qHTS assay of beta-arrestin-biased ligands of beta2-adrenergic receptor: NCGC Sytravon Library Screen; Beta-2 adrenergic receptor (Homo sapiens), P07550; HTLA Tango cells, beta-arrestin recruitment, luciferase luminescence, 18 h; Potency, µM (series often up to 46.1 µM), for inactives: top-dose activation, most hits filed as activators; 44,000 tested, under 10 active; AID 1347077, 2019;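 note: potency is the fitted concentration of half-maximal effect; 0% = DMSO and full agonism = EC100 isoproterenol or metaproterenol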
Target sequence (P07550 whole entry, looked up): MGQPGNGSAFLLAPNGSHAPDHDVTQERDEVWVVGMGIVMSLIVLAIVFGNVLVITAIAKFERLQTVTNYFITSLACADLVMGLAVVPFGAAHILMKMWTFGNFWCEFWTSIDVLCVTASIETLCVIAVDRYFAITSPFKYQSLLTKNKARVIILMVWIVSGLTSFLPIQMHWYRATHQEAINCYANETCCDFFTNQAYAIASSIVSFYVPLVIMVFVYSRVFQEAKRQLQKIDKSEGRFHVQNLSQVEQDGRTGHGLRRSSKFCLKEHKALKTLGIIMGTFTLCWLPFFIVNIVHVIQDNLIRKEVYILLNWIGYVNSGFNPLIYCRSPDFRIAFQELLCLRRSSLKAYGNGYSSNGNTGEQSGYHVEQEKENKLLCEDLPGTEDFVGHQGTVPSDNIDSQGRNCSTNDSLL
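First, Tango cells carrying beta2-AR and beta-arrestin fusions received compound up to 46 microM. After 18 hr at 37 degrees C, luciferase substrate was added for 15 minutes, then luminescence gave %Activity for curve fitting.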
p53null 39C tox: qHTS Screen for Compounds that Selectively Target Cancer Cells with p53 Mutations: Cytotoxicity of p53 Null Cells at the Nonpermissive Temperature. H1299 p53-null (neo) cells, 39C, ATPlite viability, 24 h. Potency, µM (top dose mostly 46.1 µM), for the others: at the top dose activity, negative = cell killing, usual class: cytotoxic. actives 0.97% (n = 55,000);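 note: potency is the fitted concentration of half-maximal effect; 0% = DMSO only and -100% = full killing by 100 µM tamoxifen; nearly all actives have a fitted effect of over 50% in size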
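H1299 lung cancer cells, p53-null (H1299-neo) or expressing p53 A138V (H1299-p53A138V), were plated overnight at 37C, then exposed to compounds at up to 46 uM for 24 hr at 39C. Viability was read by ATP-based luminescence.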
NTMT1 inh: Primary qHTS for Inhibitors of N-terminal methyltransferase 1 (NTMT1): MTaseGlo Assay; N-terminal Xaa-Pro-Lys N-methyltransferase 1 (Homo sapiens), Q9BV86; actives 2.5% (n = 59,000); NTMT1 MTase-Glo SAH luminescence, purified enzyme; Potency, µM (doses to about 114 µM), for inactives: top-dose activity change, negative = inhibition, hits mostly inhibitors; AID 1645870, 2021;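 note: potency is the fitted concentration of half-maximal effect; plate controls were DMSO vehicle for no effect and no enzyme for full effect; nearly all actives have a fitted effect of over 65% in size; many of its hits are not listed in these tables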
Target sequence (Q9BV86 whole entry, looked up): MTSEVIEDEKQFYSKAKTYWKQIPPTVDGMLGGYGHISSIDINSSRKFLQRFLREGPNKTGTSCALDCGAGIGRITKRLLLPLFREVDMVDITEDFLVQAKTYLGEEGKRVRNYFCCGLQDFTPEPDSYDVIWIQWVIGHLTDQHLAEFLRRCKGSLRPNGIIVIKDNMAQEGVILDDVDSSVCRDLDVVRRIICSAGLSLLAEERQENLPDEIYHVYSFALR
FH mod: Identification of activators of human fumarate hydratase by quantitative high-throughput screening. Potency, µM (highest dose often 79.9 µM), without a hit: at the highest dose activity change, negative = inhibition, usual class: inhibitors. Fumarate hydratase, mitochondrial (Homo sapiens), P07954. actives 0.22% (n = 54,000). FH coupled MDH/diaphorase resazurin fluorescence, 15 min; note: potency is the fitted concentration of half-maximal effect; % is set by controls: 0 for no effect and ±100 for the full control effect; the screen sought activators but most active calls are inhibition curves; nearly all actives have a fitted effect of over 45% in size
GALK inh: qHTS Assay for Inhibitors of Human Galactokinase (GALK): NCGC Sytravon Library Screen; Potency, µM (series often up to 57.5 µM), without a hit: at the highest dose activity, negative = inhibition, most hits filed as inhibitors; P51570; 44,000 tested, under 10 active; AID 1347072, 2019; recombinant GALK, Kinase-Glo ATP luminescence, 1 h;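 note: plate controls were full GALK reaction for no effect and reaction lacking GALK for full effect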
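Compounds were pinned into ATP buffer, then GALK-galactose mix was added (final 5 nM enzyme, 35 uM ATP, 100 uM galactose, pH 8.0). After 1 h at room temperature, Kinase-Glo Plus was added and luminescence read.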
TSG101-PTAP inh: qHTS Validation Assay for Inhibitors of HIV-1 Budding by Blocking the Interaction of PTAP/TSG101: Sytravon Library Screen; Potency, µM (doses to about 115 µM), for inactives: at the highest dose activity change, negative = inhibition, hits mostly inhibitors; 44,000 tested, under 10 active; Fluorescence polarization, FITC-PTAP peptide/Tsg101, 20 min; note: potency is the fitted concentration of half-maximal effect; 0% is about no effect
Target sequence (Q99816 whole entry, looked up): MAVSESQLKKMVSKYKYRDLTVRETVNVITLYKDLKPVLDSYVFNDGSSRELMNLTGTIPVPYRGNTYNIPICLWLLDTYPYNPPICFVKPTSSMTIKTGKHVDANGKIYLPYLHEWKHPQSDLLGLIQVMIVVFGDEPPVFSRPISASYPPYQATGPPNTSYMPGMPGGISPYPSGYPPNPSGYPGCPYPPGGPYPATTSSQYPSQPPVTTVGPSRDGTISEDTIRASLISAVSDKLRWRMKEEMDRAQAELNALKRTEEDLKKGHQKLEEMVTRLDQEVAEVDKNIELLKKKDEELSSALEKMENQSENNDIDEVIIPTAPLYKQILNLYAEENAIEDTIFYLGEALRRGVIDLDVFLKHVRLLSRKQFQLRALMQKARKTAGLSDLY
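FITC-labeled PTAP peptide (50 nM final) binding to Tsg101 binding domain (10 uM final) read by fluorescence polarization after 20 min at r.t. in HEPES pH 7.5 buffer. Actives by CRC class, <25 µM.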
Numbers without * were called inactive; ? = inconclusive; . = not tested or not shown; [ ] = dose if it differs, or a comment. Calls come from the whole dose curve; as a rule, active = well fitted curve in the direction sought with a large enough effect; inconclusive = small, poorly fitted or top-dose-only effect, or another doubt; inactive = no such curve, though single readings can be large; an effect the other way counts as inactive or inconclusive.

Order of results: FH mod | GALK inh | p53null 39C tox | B2AR arrestin ag | p53null 32C kill | NTMT1 inh | TSG101-PTAP inh
- O=C(O)c1cccc(Nc2ncnc3ccc(Br)cc23)c1
→ -4% | 0% | 10% | 1% | -3% | 20% | -2%
- Cc1ccc(OCCSc2nc3ccccc3n2CC(=O)N2CCCCC2)c(C)c1
→ -31% | 3% | 10% | -3% | 14% | 12% | 0%
- O=C(c1ccc2c(Cl)c3c(nc2c1)CCCC3)N1CCN(c2cccc(C(F)(F)F)c2)CC1
→ 0% | -1% | -15% | 0% | 0% | -2% | -8%
- O=C(Nc1cccc(Cl)c1)C(Cc1ccccc1)n1cccc1 (configuration not stated)
→ ? | -3% | ? | 0% | 5% | 7% | 0%
- Cc1c(C(=O)NCc2ccccc2Cl)sc2nc3n(c(=O)c12)CCCCC3
→ -4% | 5% | -4% | -1% | 7% | ? | 0%
- O=C(CSc1nc2c(c(=O)[nH]1)CN(Cc1ccc3c(c1)OCO3)CC2)Nc1ccc(F)cc1
→ 6% | 3% | ? | -2% | -9% | -4% | 0%
- O=C(CSc1nc(-c2ccco2)nc2cc(=O)[nH]n12)Nc1ccc(F)cc1
→ . | 0% | -6% | 0% | 8% | . | -7%
- N#Cc1c(-n2ncnc2-c2ccccc2C(F)(F)F)sc2c1CCCCC2
→ -15% | -2% | ? | 0% | ? | -2% | -7%
- COc1ccc2[nH]c(C)c(CCNS(=O)(=O)c3cc(F)ccc3OC)c2c1
→ -11% | 0% | -11% | -2% | 15% | 11% | 2%
- CCOCCCNC(=O)C1CCN(C(=O)c2cc3sccc3n2C)CC1
→ 6% | 0% | -17% | 0% | -3% | 1% | -1%
- CCOC(=O)N1CCC(NC(=O)c2ccc3c(c2)N(Cc2ccccc2C)C(=O)c2ccccc2S3=O)CC1 (configuration not stated)
→ -15% | 1% | 1% | -1% | -2% | ? | -2%
- O=C(NCc1cccnc1)c1nn(-c2ccccc2F)nc1CO
→ -1% | 1% | -4% | 6% | -4% | -1% | 2%
- CCOC(=O)c1ccc(NC(=O)c2c(NCc3cccc(OC)c3OC)sc3c2CCC3)cc1
→ -7% | 1% | -7% | -2% | 5% | 56µM* | 4%
- Cc1ccc(C)c(N2CCN(C(=O)CN3C(=O)COc4ccc(S(=O)(=O)N5CCOCC5)cc43)CC2)c1
→ -2% | -4% | 9% | -1% | -4% | 2% | -2%
- COc1ccc(NC(=O)CCN2CCN(CCO)CC2)cc1
→ 9% | -2% | 1% | 0% | -1% | 6% | -1%
- COc1ccc(NC(=O)C2=C(C)Nc3c(C(=O)Nc4ccc(C)cc4)cnn3C2c2cc(OC)ccc2OC)cc1 (configuration not stated)
→ -14% | 2% | 13% | 1% | 11% | ? | -1%
- CCOC(=O)c1ccc2nc(C)cc(Nc3ccc(OC(C)C)cc3)c2c1
→ -4% | -1% | ? | 1% | -7% | -7% | -1%
- CCc1cccc(NC(=O)C2CCC(CNS(=O)(=O)c3csc(C(N)=O)c3)CC2)c1 (configuration not stated)
→ 0% | 2% | -2% | -1% | -5% | -3% | 0%
- CCOC(=O)c1sc(NC(=O)C2c3ccccc3Oc3ccccc32)c(C#N)c1C
→ -5% | ? | -20% | 0% | -3% | ? | -7%
- O=C(NCc1ccc(Cl)cc1Cl)c1cccc(N2CCCS2(=O)=O)c1
→ 0% | 2% | -13% | 1% | 5% | ? | -9%

Part of the list above with just p53null 32C kill and B2AR arrestin ag:
molecule	p53null 32C kill	B2AR arrestin ag
O=C(Nc1cccc(Cl)c1)C(Cc1ccccc1)n1cccc1 (configuration not stated)	5%	0%
Cc1c(C(=O)NCc2ccccc2Cl)sc2nc3n(c(=O)c12)CCCCC3	7%	-1%

The listing continues:
Order of results: FH mod | GALK inh | p53null 39C tox | B2AR arrestin ag | p53null 32C kill | NTMT1 inh | TSG101-PTAP inh
- CCC1CN(C(=O)N2CCC(C(=O)NCCOC)CC2)c2ccccc2O1 (configuration not stated)
→ 0% | 3% | 14% | 0% | -2% | 12% | 3%
- COC(=O)c1ccc(NC(=O)CCn2cnnn2)cc1
→ -2% | 1% | -10% | -1% | 21% | ? | -5%
- CCOC(=O)c1[nH]c(C)c(CCC(=O)N2CCN(c3ccc(OC)cc3)CC2)c1C
→ 3% | 3% | -5% | 0% | -8% | -16% | -3%
- Cc1nn(C)c2c1c(-c1ccccc1)cc(=O)n2CC(=O)Nc1ccccc1C(F)(F)F
→ -12% | 0% | 15% | 0% | 1% | -1% | 2%
- CCOc1ccc(CCNC(=O)CCc2c(C)nc3c4c(C)cc(C)nc4nn3c2C)cc1
→ -10% | -4% | -9% | -1% | 1% | -3% | -2%
- CCC1CN(S(=O)(=O)c2ccc3c(c2)NC(=O)CC(=O)N3)c2cc(Cl)ccc2O1 (configuration not stated)
→ -33% | -2% | 15% | -1% | 17% | -4% | 4%
- COCCCNc1nc(NCc2ccccc2OC)c2cnn(C)c2n1
→ -2% | -2% | 3% | 0% | -2% | ? | -5%
- O=C(CNC(=O)c1ccccc1F)OCc1cc(=O)n2nc(C3CC3)sc2n1
→ -3% | 0% | 2% | 0% | -7% | -15% | -10%
- COc1ccc(Cl)cc1NC(=O)c1sc(-n2nc(C)c(Cc3ccccc3)c2C)nc1C
→ 2% | 2% | 6% | -4% | 0% | 6% | -4%
- CSc1ncc(C(=O)Nc2ccc(F)cc2F)c(-c2ccccc2)n1
→ 0% | 1% | 1% | 0% | -1% | 9% | 2%
- COc1ccccc1CNS(=O)(=O)c1cc(-c2cc(C)no2)ccc1C
→ -7% | 0% | -4% | -1% | -9% | 13% | -2%
- Cc1ccc(Cc2nc3ccccc3nc2SCC(=O)N2CCC(C)CC2)cc1
→ -13% | -6% | 40%[activator] | 0% | 61%[activator] | 3% | 2%
- CC(C)C(=O)OCc1cc(=O)n2nc(C3CC3)sc2n1
→ -18% | 0% | 0% | 1% | 7% | 12% | 2%
- Cc1ccc(N(Cc2cccs2)C(=O)c2ccccc2Cl)cc1
→ -2% | 0% | -10% | -3% | -6% | -25% | -1%
- O=C(CN1CCCN(Cc2cccc(F)c2)S1(=O)=O)Nc1ccc2c(c1)OCCO2
→ ? | -6% | -4% | 0% | 3% | 2% | -2%
- CCc1nc2onc(C)c2c(=O)n1CC(=O)O
→ -3% | 9% | -4% | -1% | -4% | -2% | -1%
- Cc1nn(-c2ccc(N3CCCCC3)nn2)c(C)c1CCC(=O)NCc1ccc(OC(C)C)cc1
→ . | 2% | -4% | 1% | -4% | . | -2%
- CCCCCOC(=O)CSc1ncnc2sc3c(c12)CCC(C)C3 (configuration not stated)
→ -14% | 4% | 10% | -1% | 5% | -1% | -4%
- CC(=O)c1ccc(NC(=O)CSc2nc(C3CCCC3)nc3c2c(=O)n(C)c(=O)n3C)cc1
→ -15% | -2% | -9% | 0% | -1% | 1% | -1%
- O=C(CSCc1cnn(-c2ccccc2)c1-n1cccc1)NCc1ccccc1Br
→ -11% | 4% | 20% | -1% | -3% | 1% | -2%

(listing goes on)
Order of results: FH mod | GALK inh | p53null 39C tox | B2AR arrestin ag | p53null 32C kill | NTMT1 inh | TSG101-PTAP inh
- CCN(CC)CCNC(=O)CCn1c(=O)c2cccn2c2cccnc21
→ 5% | 0% | -14% | -1% | 9% | -1% | -1%
- CCCCCn1c(=O)[nH]c2cc(C(=O)N3CCN(c4cc(Cl)ccc4C)CC3)ccc2c1=O
→ -5% | 0% | -19% | 0% | -15% | 3% | 1%
- CC(=O)N1CCc2cc(Br)cc(S(=O)(=O)CCC(=O)N3CCN(c4cccc(C)c4C)CC3)c21
→ -11% | 4% | -4% | 0% | 10% | 3% | 0%
- CCCCNC(=O)CSc1nc2cc3c(cc2c(=O)n1CCCC(=O)NCc1ccc(OC)cc1)OCO3
→ 8% | -1% | -3% | -2% | -9% | 14% | 1%
- Cc1ccc(-n2ccnc(NCc3cccs3)c2=O)cc1C
→ -45% | -1% | -16% | 2% | -4% | -5% | 2%
- Cc1ccccc1NC(=O)CSc1nc(=O)n(CCN2CCOCC2)c2c1CCC2
→ 14% | 1% | 9% | -3% | -1% | 11% | -4%
- Cc1ccc(Nc2c(-c3ccc(C)cc3)nc3cnccn23)cc1
→ ? | 0% | 45%[activator] | 1% | 22% | -1% | -7%
- CCOc1cc(CNC(=O)c2ccc(NC(=O)c3nsc4ccccc34)cc2)ccc1OC
→ -20% | 0% | -13% | 2% | -22% | -10% | 1%
- COc1ccc(CNC(=O)c2cnc3ccc(C)cn3c2=O)cc1
→ -6% | -7% | 5% | 0% | -4% | -9% | -1%
- Cc1cc(NS(=O)(=O)c2ccc(NC(=O)COc3c(C)cc(Br)cc3C)cc2)no1
→ -9% | -2% | -15% | 1% | -3% | 6% | ?
- O=C(Cn1c(SCCOc2ccccc2Cl)nc2ccccc21)N1CCCCC1
→ -13% | -11% | 5% | -3% | 16% | 8% | -7%
- O=C(COC(=O)c1cc(-c2cccs2)nc2ccccc12)c1ccc(F)cc1
→ 2% | 0% | ? | -2% | -16% | 9% | -5%
- CCc1nnc2c(NCc3cccc(OC)c3)nc3ccccc3n12
→ -3% | 0% | -16% | 1% | -2% | 7% | -1%
- O=C(Cn1c(=O)n2nc(-c3cccc(F)c3)nc2c2ccccc21)N1CCN(c2ccccc2F)CC1
→ -12% | -2% | 8% | -4% | -5% | -1% | 10%
- CC1CCN(S(=O)(=O)c2ccc3nc(NCc4ccccc4)ccc3c2)CC1
→ ? | 0% | 19% | 2% | 2% | -15% | -1%
- Cn1cc(S(=O)(=O)c2ccccc2)c(=O)c2cc(F)c(N3CCCCCC3)cc21
→ -19% | -8% | -6% | 2% | 3% | 3% | -3%
- CCn1c(CN2CCCCC2)nc2cc(NC(=O)c3ccc([N+](=O)[O-])cc3)ccc21
→ 5% | 2% | -12% | -4% | 2% | 7% | -2%
- CCCc1nn2c(=O)cc(COC(=O)c3ccco3)nc2s1
→ 5% | 1% | -1% | 1% | 3% | -5% | 0%
- CCOc1ccc(CNC(=O)CCn2cccn2)cc1OC
→ 4% | -1% | -7% | 1% | -6% | -4% | 1%
- CCOc1ccc(C2C(=O)N(C3CCCCCC3)CC(=O)N2CCc2ccccc2)cc1OC (configuration not stated)
→ . | 0% | 16% | -2% | -10% | . | -3%
- Cc1ccc(NC(=O)Cn2c(=O)c3ccccc3n3nncc23)cc1
→ 3% | 1% | -8% | -1% | 1% | 14% | 3%
- CCOC(=O)c1ccccc1NC(=O)Cn1c(=O)n(CCCC(=O)NCc2ccc3c(c2)OCO3)c(=O)c2ccccc21
→ -18% | 7% | 4% | 0% | -2% | -26% | 1%

An excerpt; count on the stated rates, not on these rows.
